Bioassay records from PubChem.
RBX1-CUL1 inh: inhibitors of human ROC1-CUL1 ubiquitin ligase activity | inhibition, % at 10 µM | AID 1347404 | P62877+Q13616 | in vitro K48 di-Ub FRET, acceptor:donor ratio, 45 min | 140,000 tested, 0.6% active; in the data active = inhibition above about 25%
Target sequence (P62877 whole entry, looked up): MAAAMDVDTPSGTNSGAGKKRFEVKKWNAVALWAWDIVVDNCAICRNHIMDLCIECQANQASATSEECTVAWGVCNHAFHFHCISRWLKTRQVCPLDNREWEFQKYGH
Target sequence (Q13616 whole entry, looked up): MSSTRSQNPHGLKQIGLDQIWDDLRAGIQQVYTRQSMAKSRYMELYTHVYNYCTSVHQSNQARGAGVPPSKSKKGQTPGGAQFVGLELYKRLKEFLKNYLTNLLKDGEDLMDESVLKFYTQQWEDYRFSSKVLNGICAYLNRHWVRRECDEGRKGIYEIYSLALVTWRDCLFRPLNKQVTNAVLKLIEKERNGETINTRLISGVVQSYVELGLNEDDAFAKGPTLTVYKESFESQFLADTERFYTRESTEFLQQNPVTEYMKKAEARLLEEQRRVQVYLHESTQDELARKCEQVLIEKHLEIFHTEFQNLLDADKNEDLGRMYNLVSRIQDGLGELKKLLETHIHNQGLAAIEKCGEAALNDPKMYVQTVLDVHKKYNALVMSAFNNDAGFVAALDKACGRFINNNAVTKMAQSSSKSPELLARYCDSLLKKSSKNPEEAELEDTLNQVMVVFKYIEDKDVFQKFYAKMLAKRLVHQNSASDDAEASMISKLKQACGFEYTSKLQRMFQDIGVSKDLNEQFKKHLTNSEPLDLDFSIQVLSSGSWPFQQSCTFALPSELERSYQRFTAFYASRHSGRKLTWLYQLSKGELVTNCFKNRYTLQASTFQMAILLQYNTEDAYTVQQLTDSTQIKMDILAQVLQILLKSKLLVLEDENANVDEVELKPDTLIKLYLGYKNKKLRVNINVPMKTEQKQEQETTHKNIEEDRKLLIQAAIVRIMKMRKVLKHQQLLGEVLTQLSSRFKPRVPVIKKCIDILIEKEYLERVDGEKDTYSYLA
Starred values were filed as active, the others as inactive. An excerpt; count on the stated rates, not on these rows.

SMILES	RBX1-CUL1 inh
CCc1ccccc1NS(=O)(=O)c1ccc2c(c1)C(=O)C(C(=O)NC1CCCC1)C=N2 (stereo unspecified)	4.8
CCOc1ccc(NC(=O)Cn2cc(C(=O)c3ccc(C)cc3)c(=O)c3cc4c(cc32)OCO4)cc1	-2.3
CN1CCNC(=O)C1CC(=O)N1CCCCCCC1 (stereo unspecified)	7.0
CCc1noc(C)c1C(=O)Nc1cccc(C)c1	-8.3
CCOC(=O)C1=NN(c2ccc(Br)cc2)C2(S1)SC(c1ccc(Cl)cc1)(c1ccc(Cl)cc1)c1ccccc12 (stereo unspecified)	-4.8
O=S(=O)(N1CCCCCC1)N1CCN(c2ccccn2)CC1	-7.2
C=CCN1C(=O)N=C(Cc2cc(C)n(-c3sc4c(c3C#N)CCCC4)c2C)C1=O	2.7
c1cc2[nH]c3c(c2cc1C1CCCCC1)CCc1cn[nH]c1-3	-3.9
CCOC(=O)c1cc(-c2ccccc2)n(NC(=O)C2COc3ccccc3O2)c1C (stereo unspecified)	-1.4
Cc1ccccc1N(CC(=O)NC(C)(C)C)S(C)(=O)=O	-13.2
COc1ccc(N2CCN(Cc3cccn3-c3nnc(N4CCN(C5CCCCC5)CC4)s3)CC2)cc1	-4.4
O=C(COc1ccc(-c2ccccc2)cc1Br)N1CCOCC1	2.8
CC(=O)Nc1ccc(N2CCN(C(=O)C(C)(C)C)CC2)cc1	-3.4
CCCCCCCNC(=O)CC1C(=O)Nc2ccccc2C1=O (stereo unspecified)	5.0
CCc1ccccc1-n1c(C)cc(C=C2C(=O)c3ccccc3C2=O)c1C	7.0
COC(=O)C(NC(=O)c1cccc(C)c1)(Nc1ccccn1)C(F)(F)F (stereo unspecified)	5.8
CCCCC(=O)Nc1ccc(N2CCN(C(=O)c3ccc(OCCC)cc3)CC2)c(Cl)c1	-3.8
COc1ccccc1N1C(=O)C2C3C=CC(C(OC(C)=O)OC(C)=O)(O3)C2C1=O (stereo unspecified)	5.1
COC(=O)C1CCCCN1C(=O)c1cc(Cl)ccc1OC1CCN(C(C)=O)CC1 (stereo unspecified)	-5.7
CCCCSCCCNC(=O)c1cc(-c2cccnc2)nc2ccc(S(=O)(=O)N3CCC(C)CC3)cc12	-3.3

Rewritten with the structure last: part of the list above
RBX1-CUL1 inh	SMILES
-13.2	Cc1ccccc1N(CC(=O)NC(C)(C)C)S(C)(=O)=O
4.8	CCc1ccccc1NS(=O)(=O)c1ccc2c(c1)C(=O)C(C(=O)NC1CCCC1)C=N2 (stereo unspecified)
-1.4	CCOC(=O)c1cc(-c2ccccc2)n(NC(=O)C2COc3ccccc3O2)c1C (stereo unspecified)
2.8	O=C(COc1ccc(-c2ccccc2)cc1Br)N1CCOCC1

Following part.
SMILES	RBX1-CUL1 inh
O=C(Cc1ccc(NC(=O)N2CCCCc3ccccc32)cc1)NCc1cccc(Br)c1	0.5
O=C(Nc1ccc2c(c1)CN(C(=O)[C@@H]1C[C@@H]3C=C[C@H]1C3)CC2)c1ccccn1	-2.7
CCC(C)NC(=O)c1ccc(OC)c(S(=O)(=O)N2CCCCC2)c1 (stereo unspecified)	1.5
COCCN1CCCC2(CCN(C(=O)NC3CCCCC3)C2)C1=O (stereo unspecified)	-3.5
COc1ccc(-n2c(=O)c3c4c(sc3n(Cc3ccccc3)c2=O)CN(C(C)=O)CC4)cc1OC	0.3
OC12CC3CC(C1)CC(c1ccccc1)(C3)O2	3.9
CCOC(=O)CNC(=O)N1CCCC(Nc2ccc3c(c2)OCO3)C1 (stereo unspecified)	-2.6
CCOc1ccc2nc(N3CCCN(Cc4cccc(C(C)=O)c4)CC3)nc(C)c2c1	-2.9
Cc1ocnc1C(=O)N1CCC(C(=O)Nc2cccc(-c3ccco3)c2)CC1	-1.5
O=S(=O)(NCCc1ccc(Cl)cc1)c1ccc(N2CCCCS2(=O)=O)cc1	-4.9
Cc1ccc(NC(=O)Nc2cccc(Cl)c2)c(C(=O)O)c1	-1.3
O=S(=O)(NCCSc1nnnn1-c1ccccc1)c1ccc(F)cc1	6.3
O=C1CCCN1CC(=O)N(Cc1cccnc1)CC1CCN(C2CCCC2)CC1	7.7
COc1cccc(CC2CN(c3nc(C)cnc3C)CCO2)c1 (stereo unspecified)	3.5
N#CC1C(=N)OC2=C(C(=O)CCC2)C1c1cccc(O)c1 (stereo unspecified)	2.6
CCCCCn1c(=O)[nH]c2cc(C(=O)NCc3ccc(OC)cc3)ccc2c1=O	1.3
Cc1cn(CC(=O)Nc2cnn(C)n2)nc1-c1ccnn1C	2.9
COc1cc(C(=O)Nc2sc3c(c2C(N)=O)CCC(C)C3)cc(OC)c1OC (stereo unspecified)	4.6
CCc1nnc(SCc2nc(-c3ccccc3)oc2C)c2cc3sccc3n12	-4.6
CC(C)N(Cc1nccn1C)c1nc2nonc2nc1NC1CCCC1	-0.8
COc1cccc(CN2CCN(C(=O)c3cccc(Cl)c3)CC2)c1	-7.6
CC(C)Oc1ccc(C(=O)N(C)Cc2ccccc2)cc1	-1.0
Cc1ccc(/C=C\c2cc3c(ccc4ccc5ccccc5c43)c3ccccc23)cc1	-4.3
COc1ccc(C(=O)N=C(Cc2cn(S(=O)(=O)N(C)C)c3ccccc23)C(=O)NCCCn2ccnc2)cc1	-3.3
COc1ccc(CNC(=O)CCCn2ccc3cc(S(=O)(=O)N4CCCC4)ccc32)cc1	-7.6
Cc1ccc(NC(=O)C2CCCN(c3cnccn3)C2)cc1Cl (stereo unspecified)	3.5
COC(=O)C/C(C)=N\NC(=O)c1ccc(Cl)cc1	6.0
Cc1c(-c2nsc(NC(=O)c3cccs3)n2)nnn1-c1ccc(Cl)cc1	5.4
O=C(CNS(=O)(=O)c1ccccc1)NCc1ccccc1Cl	-7.5
C=CCSc1nnc(-c2nnc(SCC=C)n2-c2ccccc2)n1-c1ccccc1	1.3
CC(=O)Nc1c(C)nc2nc[nH]n2c1=O	7.0
CN1C(=O)c2[nH]nc(-c3ccc(F)cc3)c2C1c1ccccn1 (stereo unspecified)	5.4
COc1nonc1OC(C)CNc1ccc([N+](=O)[O-])cc1Cl (stereo unspecified)	-0.7
CNC(=O)c1cc2c(=O)n3ccccc3nc2n(Cc2ccco2)c1=N	7.3
CO[C@H]1[C@H](NC(=O)c2ccncc2)c2ccccc2C12CCN(C(=O)CCN1CCCCC1=O)CC2	-7.2
CCCCOc1ccccc1NC(=O)COc1ccc(Cl)cc1C	-1.1
CCOC(=O)c1cnn(-c2nc(C)cc(C)n2)c1Cl	4.5
COc1ccc(CC(=O)N2CCN(c3ccc(C4=NNC(=O)CC4C)cc3)CC2)cc1 (stereo unspecified)	3.9
CCC1=NN(C(=O)c2ccncc2)C(O)(C(F)(F)F)C1 (stereo unspecified)	-3.1
Cc1ccc(C(C)NC(=O)Nc2nnc(-c3ccco3)s2)cn1 (stereo unspecified)	3.5
Cn1nnc2c(N3CCCCC3)ncnc21	-1.1
CC(c1ccccc1)c1cc(C(=O)NCCc2cccs2)on1 (stereo unspecified)	2.1
CCC(=O)Nc1sc2c(c1C(=O)OC(C)C)CCC(C)C2 (stereo unspecified)	-0.1
CC1CCc2c(c3ccccc3[nH]c2=O)O1 (stereo unspecified)	3.1
CC1=Nc2nnnn2C(c2ccc(Cl)cc2)C1C(=O)Nc1ccccc1C (stereo unspecified)	2.4
c1ccc(-c2n[nH]c3c2CN(C2CCSC2)CC3)cc1 (stereo unspecified)	-10.3
COc1ccccc1C(=O)NC(C)CC(C)C (stereo unspecified)	1.0
O=C(NCc1ccc2c(c1)OCO2)c1ccc(Cl)cc1	4.1
CCCNC(=O)C1CCC(CNS(=O)(=O)c2ccc3c(c2)CC(C)N3C(C)=O)CC1 (stereo unspecified)	-3.0
Cc1ccccc1CN1C[C@@H]2C[C@@H](c3cccn3-c3ncccn3)N3CCC[C@@]23C1=O	5.3

Further structures:
SMILES	RBX1-CUL1 inh
O=C1CC(c2cccc(Cl)c2)Cc2nc(N3CCCC3)ncc21 (stereo unspecified)	-1.9
COc1ccccc1C1C2=C(OC(=N)C1C#N)C(=O)c1ccccc1C2=O (stereo unspecified)	-5.0
COc1ccccc1CCNC(=O)Cc1ccc(N2CCC(NCC3COCCO3)CC2)cc1 (stereo unspecified)	-4.4
O=C(CCc1cn[nH]c1)N1CCCC(N2CCN(Cc3ccc4c(c3)OCO4)CC2)C1 (stereo unspecified)	-1.2
S=c1sc2ccccc2n1CN1CCN(Cc2ccccc2)CC1	-5.2
CCCCCNC(=O)C1CCC(Cn2c(=O)c3sccc3n(CC(=O)N3CCCC3)c2=O)CC1 (stereo unspecified)	-3.0
CC1(C)CC(=O)C2=C(C1)N(c1ccccc1C#N)C(=N)C(C#N)C2c1ccc2c(c1)OCO2 (stereo unspecified)	2.1
CCOC(=O)/C(=C/c1ccccc1)n1nnnc1-c1ccc(Cl)cc1	4.7
Cc1cccc(CN2CCC3(CCCN(Cc4ccc(F)cc4)C3)C2)n1 (stereo unspecified)	10.1
O=C(NCCCc1nc2ccccc2n1Cc1ccc(Cl)cc1)C1CCCCC1	-6.4

Reformatted with each value named: entries from further up.
O=C1CC(c2cccc(Cl)c2)Cc2nc(N3CCCC3)ncc21 (stereo unspecified)
  RBX1-CUL1 inh: -1.9

COc1ccccc1C1C2=C(OC(=N)C1C#N)C(=O)c1ccccc1C2=O (stereo unspecified)
  RBX1-CUL1 inh: -5.0

COc1ccccc1CCNC(=O)Cc1ccc(N2CCC(NCC3COCCO3)CC2)cc1 (stereo unspecified)
  RBX1-CUL1 inh: -4.4

O=C(CCc1cn[nH]c1)N1CCCC(N2CCN(Cc3ccc4c(c3)OCO4)CC2)C1 (stereo unspecified)
  RBX1-CUL1 inh: -1.2

Continuation.
SMILES	RBX1-CUL1 inh
CC1CN(CCC(=O)NCC(c2ccncc2)N2CCOCC2)Cc2cc(Cl)ccc2O1 (stereo unspecified)	-2.9
Cc1cc(C)cc(N=Cc2ccccc2[N+](=O)[O-])c1	-0.4
CC12C(=O)N(c3ccccc3)C(=O)C1C1C=CC2C1 (stereo unspecified)	-0.4
COc1ccc(Nc2nc(=S)c(N(O)c3ccc(Cl)cc3)n[nH]c2=O)cc1	2.3
O=c1cc(N/N=C/c2ccccc2)[nH]c(=O)[nH]1	-2.9
COc1ccc(CCNC(=O)C2CCCN(S(=O)(=O)c3ccc4c(c3)oc(=O)n4C)C2)cc1OC (stereo unspecified)	-4.7
COc1ccccc1NC(=O)c1oc2ccccc2c1NC(=O)c1cccc(OC)c1OC	1.2
COc1ccc(/C=N/NS(=O)(=O)c2ccccc2)cc1OCc1c(Cl)cccc1Cl	13.4
COc1ccc(CC(=O)NNC(=O)Cc2ccc(OC)cc2)cc1	-0.9
Cc1cccc(CS(=O)(=O)N2CCc3ccccc3C2)c1	1.3
CCOc1cc(C2CC(=O)NC3=C2C(=O)CCC3)ccc1OC(C)C (stereo unspecified)	-1.0
CCC(C)NC(=O)C(C)Oc1cccc(Cl)c1 (stereo unspecified)	6.6
COc1cc2c(cc1OC)C1(C)N(CC2)C(NC(=O)c2ccccc2)=NN1c1ccc(C)cc1 (stereo unspecified)	4.2
CCN1CCC(NC(=O)c2ccc(Br)o2)CC1	-1.2
COc1ccc(OCC(=O)NCc2cccnc2N2CCOCC2)cc1	3.5
CCSc1nc2ccccc2n1C(=O)/C=C/c1cccs1	2.3
Cc1cc(-c2ccc(S(=O)(=O)Nc3ccccc3C)cc2)on1	-5.1
CCc1cc(Br)ccc1NC(=O)c1ccncc1	-4.8
Cn1cc(C(=O)N2CCN(c3cccc(Cl)c3)CC2)c(=O)c2cc(S(=O)(=O)N3CCCC3)ccc21	-1.7
Cc1ccccc1Nc1nc(C)c([N+](=O)[O-])c(Nc2ccccc2C)n1	3.9
CCOc1ccc(N2C(=S)N(C)C(=O)/C2=C\c2cc(OCC)c(OCCO)cc2Br)cc1	-7.3
CCc1sc(C2c3c(n[nH]c3C)OC(=N)C2C#N)cc1Br (stereo unspecified)	-5.6
COc1ccc(N2CCN(S(=O)(=O)Cc3ccc(C)cc3)CC2)cc1	-3.5
O=C(Nc1cccnc1)C(Sc1ccccc1)c1ccccc1 (stereo unspecified)	-2.7
Cc1ccc(CNC(=O)Cn2c(=O)cc(-c3ccccc3)c3c(C)nn(C)c32)cc1	3.7
Cn1c(=O)c2cc(C(=O)NCCCN3CCN(c4ccc(F)cc4)CC3)sc2c2ccccc21	2.5
CCN(C(=O)Cn1c(SCc2ccccc2F)nc2cccnc21)c1ccccc1	-6.4
NS(=O)(=O)c1ccc(N=Nc2c(-c3ccccc3)[nH]n(-c3ccccc3)c2=O)cc1	-4.8
CCOC(=O)c1[nH]c2c(OS(=O)(=O)c3ccc(C)cc3)cccc2c1C(C)=O	-0.5
Cc1cccc(C2=NN3C(=N)/C(=C\c4cc(C)n(-c5ccc(F)c(Cl)c5)c4C)C(=O)N=C3S2)c1	2.0
COc1ccc(-c2csc(NC(=O)CCc3ccccc3)c2C(=O)O)cc1	-5.2
Cc1scc(C(=O)N2CCC(c3cc(=O)[nH]cn3)CC2)c1-c1ccccc1	8.1
O=C(O)c1ccc(Oc2ccc(NC(=O)C3CC3)cc2)cc1C(=O)O	8.5
O=C(CSC1=Nc2ccccc2C2=NC(Cc3ccccc3)C(=O)N12)Nc1cccc(Cl)c1 (stereo unspecified)	-5.6
Cc1ccc(CC(C)CC(=O)NC2CCCCC2)cc1 (stereo unspecified)	2.0
Cc1noc(C)c1CC(=O)NC1CCCN(CC2CCCCC2)C1 (stereo unspecified)	-3.5
Cc1cn2c(nc3c2c(=O)n(Cc2ccccc2C)c(=O)n3C)o1	3.1
N#CC1C(=N)Oc2n[nH]c(-c3ccc(Cl)c(Cl)c3)c2C1c1cccc(Cl)c1Cl (stereo unspecified)	-1.4
Cc1cc(=O)[nH]c(SCC(=O)Nc2ccc(Oc3ccc(Cl)cc3)cc2)n1	1.9
Nc1ncnc2nc(SCc3nc4ccccc4c(=O)n3-c3ccccc3)n(CC(O)CO)c12 (stereo unspecified)	-4.3
